Screening results deposited in PubChem BioAssay by Sanford-Burnham Center for Chemical Genomics.
PfGluPho inh – PfG6PD (Plasmodium falciparum) enzyme inhibition | PfGluPho enzyme, NADPH resazurin-diaphorase fluorescence | inhibition, % at 20 µM | actives 0.78% (n = 350,000) | AID 504690;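 active means inhibition reaching at least a set limit at 20 µM in the primary screen, cut at about 59% in these data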;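 further: 0% = DMSO wells with substrate and 100% = DMSO wells lacking glucose-6-phosphate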
SENP1 inh – SENP1 (human) catalytic domain inhibition; recombinant SENP1 catalytic domain, CyPet-SUMO1-YPet FRET cleavage; inhibition, % at 10 µM; actives 0.21% (n = 360,000); AID 624204;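 active means inhibition at least 30% at 10 µM, raw YFP signal under a set limit, fluorescence ratio 0.5 to 1.5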;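 further: 0% = enzyme with DMSO and 100% = no enzyme wells; some results filed as inactive read as strong as hits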
Target sequence (Q9P0U3 419-644 limits assumed): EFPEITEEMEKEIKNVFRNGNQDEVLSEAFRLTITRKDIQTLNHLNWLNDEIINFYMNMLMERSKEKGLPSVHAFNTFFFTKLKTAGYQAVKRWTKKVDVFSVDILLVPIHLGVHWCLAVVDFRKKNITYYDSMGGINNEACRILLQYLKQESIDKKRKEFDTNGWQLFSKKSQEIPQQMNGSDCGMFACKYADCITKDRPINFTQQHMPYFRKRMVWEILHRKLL
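material = recombinant human SENP1 catalytic domain, His6-tagged | quantity = 20 pM enzyme | reagent = 25 nM SUMO1 FRET substrate | compound dosing = 10 µM single point, 0.5% DMSO | timing = 50 min enzyme reaction, room temperature, light-protected | detection = FRET, CFP and YFP emission | control set = no-enzyme low, enzyme-DMSO high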
SENP8 block-1 – inhibitors of human SENP8 protease; recombinant SENP8, Nedd8 substrate fluorescence; actives 0.64% (n = 360,000); Q96LD8; AID 602440; inhibition, % at 20 µM; in the data active means inhibition mostly above about 40%, no sharp cut-off; inactive means mostly below about 27%
SENP6 inh – inhibitors of human SENP6 protease | Q9GZR1 | Recombinant SENP6 catalytic domain, aminoluciferin luminescence | inhibition, % at 10 µM | actives 1.8% (n = 330,000) | AID 2599;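 active means inhibition above about 50% at the single tested dose, limit read from the data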;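 further: plate controls were DMSO wells with enzyme for no effect and DMSO wells lacking enzyme for full effect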
Apaf-1 inh – human Apaf-1 inhibition; O14727; reconstituted apoptosome caspase-3 activity, DEVD-Rh110 fluorescence; inhibition, % at 20 µM; actives 0.71% (n = 330,000); active means inhibition of at least 40% at 20 µM;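 further: plate controls were DMSO wells for no effect and DEVD-CHO caspase inhibitor wells for full effect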
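System: Apoptosome proteins | Medium: Hepes pH 7.5 with detergent and BSA | Also added: Cytochrome c trigger plus (Z-DEVD)2-Rh110 caspase-3 substrate | Incubation: 30 min compound preincubation, 50 min activation, room temperature | Detection: Rhodamine 110 fluorescence at Ex 480/Em 540 nm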
SENP7 block – SENP7 protease inhibition; inhibition, % at 5 µM; actives 1.5% (n = 330,000); recombinant SENP7, Z-RLRGG-aminoluciferin luminescence, 40 min; AID 434973; Q9BQF6;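 active means inhibition above about 50% at the single test dose, limit read from the data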;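 further: plate controls were DMSO with enzyme for no effect and no enzyme buffer wells for full effect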
HKDC1 inhibitor – inhibitors of human hexokinase HKDC1 | actives 0.16% (n = 340,000) | AID 493160 | Q2TB90 | inhibition, % at 20 µM | recombinant HKDC1, G6PDH/diaphorase resazurin coupled fluorescence;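 active means inhibition above about 35% when tested at 20 µM, limit read from the data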;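 further: plate controls were DMSO wells with enzyme for no effect and DMSO wells lacking enzyme for full effect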
Target sequence (Q2TB90 whole entry, looked up): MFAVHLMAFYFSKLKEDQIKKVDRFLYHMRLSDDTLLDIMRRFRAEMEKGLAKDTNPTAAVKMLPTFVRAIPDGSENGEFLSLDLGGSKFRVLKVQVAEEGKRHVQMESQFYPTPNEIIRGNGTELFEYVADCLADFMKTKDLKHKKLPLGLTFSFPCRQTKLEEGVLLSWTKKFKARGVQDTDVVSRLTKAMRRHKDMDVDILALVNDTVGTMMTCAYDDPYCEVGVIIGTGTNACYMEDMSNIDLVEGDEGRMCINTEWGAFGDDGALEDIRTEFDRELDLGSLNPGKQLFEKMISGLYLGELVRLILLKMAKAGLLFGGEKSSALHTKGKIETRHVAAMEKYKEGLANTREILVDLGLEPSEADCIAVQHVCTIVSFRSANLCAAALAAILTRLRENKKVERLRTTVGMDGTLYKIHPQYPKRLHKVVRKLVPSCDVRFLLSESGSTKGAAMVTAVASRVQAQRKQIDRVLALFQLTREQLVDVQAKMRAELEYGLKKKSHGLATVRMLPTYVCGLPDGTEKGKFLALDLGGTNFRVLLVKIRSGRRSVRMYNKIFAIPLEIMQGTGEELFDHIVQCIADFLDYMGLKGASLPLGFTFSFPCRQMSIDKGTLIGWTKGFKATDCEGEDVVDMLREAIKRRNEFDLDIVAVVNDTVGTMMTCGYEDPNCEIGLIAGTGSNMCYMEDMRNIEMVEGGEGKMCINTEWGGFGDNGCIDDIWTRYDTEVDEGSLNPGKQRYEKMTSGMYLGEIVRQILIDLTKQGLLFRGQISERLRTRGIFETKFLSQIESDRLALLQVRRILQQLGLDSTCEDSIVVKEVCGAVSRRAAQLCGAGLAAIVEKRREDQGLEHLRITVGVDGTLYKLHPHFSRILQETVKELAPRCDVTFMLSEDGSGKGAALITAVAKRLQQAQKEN
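System: Recombinant HKDC1 hexokinase | Amount: HKDC1 at 5 µg/mL | Reagent: Glucose with 1 mM ATP | Doses: Single 20 µM dose | Incubation: Reaction time 90 min, room temperature, protected from light | Signal: Coupled resazurin fluorescence, excitation 525 nm, emission 613 nm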
SENP8 block-2 – blocks the human protease SENP8 | Q96LD8 | purified SENP8, Z-RLRGG-aminoluciferin cleavage, luminescence | inhibition, % at 10 µM | actives 1.2% (n = 330,000) | AID 2540; in the data active means inhibition above about 50%
Starred values were filed as active, the others as inactive; / = no result given.

SMILES	PfGluPho inh	SENP1 inh	SENP8 block-1	SENP6 inh	Apaf-1 inh	SENP7 block	HKDC1 inhibitor	SENP8 block-2
CCCc1cc(C(=O)Nc2sc(C(C)=O)c(C)c2C(=O)OCC)no1	13.9	0.9	-38.8	1.7	-192.1	18.8	3.0	-11.7
Clc1ccc(OCCCn2ccnc2)c(Br)c1	-1.7	0.6	32.0	0.7	-7.3	-2.0	-6.1	3.9
CCOC(=O)C1(CC/C(C)=N\NC(N)=O)CC(C)OC1=O (stereo not drawn)	0.3	0.5	13.4	-5.3	3.1	-0.8	-9.2	5.7
CC1CCN(S(=O)(=O)c2ccc(NC(=O)c3cccs3)cc2)CC1	-8.0	0.9	6.1	3.0	7.0	4.4	-4.3	-3.1
Cn1nccc1C(=O)Nn1cnnc1	8.2	0.0	26.6	9.1	-10.7	6.3	3.4	5.1
Clc1ccc(COn2c(-c3ccccc3)nc3ccccc32)cc1	47.1	-0.4	-6.1	10.3	14.1	1.3	16.7	1.5
O=C(Nc1ccccc1)C1C(c2ccccc2)C1(Cl)Cl (stereo not drawn)	20.5	0.8	8.8	-6.1	16.1	-7.4	-0.1	-6.2
CC1CCN(CC(=O)Nc2nccs2)CC1	-15.7	0.9	4.7	0.1	-13.3	0.9	1.4	0.0
Cn1c(CCN2CCCCCC2)nc2cc(NC(=O)Nc3ccccc3)ccc21	4.6	-67.7	-49.4	-27.7	37.7	10.0	-2.7	1.1
Fc1ccc(NC(=S)NC2CCN(Cc3ccccc3)CC2)cc1	-10.2	3.0	11.4	-14.1	-12.1	-3.6	-0.6	-1.5
O=c1[nH]c(/C=C\c2cccs2)nc(O)c1[N+](=O)[O-]	-4.6	1.5	7.3	2.9	4.0	6.6	-4.8	7.4
Cc1cccc(NC(=O)CNC(=O)CCNC(=O)c2ccc(C(C)(C)C)cc2)c1C	18.1	-2.5	-1.9	3.3	3.5	4.3	-0.3	1.8
CCN(CC)c1nc2ccccc2[nH]1	3.6	1.8	15.3	10.1	9.1	-10.2	-0.5	3.8
CCOc1ccc(-n2c(SCC(N)=O)nc3c(c2=O)SCC3)cc1	12.6	1.1	-1.5	10.1	-0.1	4.0	5.7	1.1
COc1cccc(CNc2nnnn2C)c1	-3.7	0.6	1.3	-1.6	-2.7	10.3	-3.0	2.1
Cc1ccc2c(=O)cc(C(=O)NCc3ccccc3)oc2c1C	-0.4	0.8	24.0	-3.8	-1.3	-2.6	-0.9	1.2
COc1ccccc1N1CCN(S(=O)(=O)c2ccc3c(c2)NC(=O)C(C)C(=O)N3)CC1 (stereo not drawn)	-8.8	1.2	4.3	13.0	5.1	-1.6	3.8	2.3
COc1ccc(NC(=O)N2CCc3ccccc3C2)cc1OC	20.6	0.5	9.1	1.7	-0.7	0.3	-4.3	3.8
CCCNC(=O)COC(=O)c1ccc(OCC(=O)Nc2ccccc2OC)c(OC)c1	-0.7	0.5	21.8	-12.7	-0.7	-4.8	-3.5	3.0
CC(=O)N(Cc1ccc(F)cc1)C1=C(NCc2ccccc2)C(=O)c2ccccc2C1=O	70.8*	-74.9	-275.9	/	/	/	28.6	/
O=C(COC(=O)CNS(=O)(=O)c1cc(C(F)(F)F)ccc1Cl)NC1CC1	-11.0	0.6	7.7	-4.4	0.9	4.9	-4.5	1.1
O=C(O)CCC/C=C\C[C@@H]1[C@@H](/C=C/[C@@H](O)COc2cccc(Cl)c2)[C@H](O)C[C@@H]1O	1.8	-0.9	4.4	3.6	-8.1	2.2	0.8	2.9
O=C(N/N=C/c1cccc([N+](=O)[O-])c1)c1cc(-c2ccccc2)nc2ccccc12	3.0	1.0	5.0	1.9	6.9	7.1	-7.3	3.3
COc1cc(/C=C/C(=O)Nc2ccc(S(=O)(=O)Nc3ncccn3)cc2)ccc1OCC#N	-7.5	-11.3	-112.3	/	/	/	-0.3	/
CCC(CC)NC(=O)c1cccc(NC(=O)C(C)C)c1	-13.2	0.2	15.1	-20.2	-9.7	-7.7	-0.5	-3.0
c1ccc(CCCCc2ccccn2)cc1	6.6	0.0	-10.6	/	/	/	-1.3	/
CC(C)C(=O)Nc1ccc2c(c1)oc1ccccc12	14.9	-2.5	12.2	-5.2	9.6	2.2	-5.3	-0.4
COc1ccc(-c2n[nH]c(=S)n2-c2cc(OC)ccc2OC)cc1	53.7	2.9	6.6	-3.5	-7.3	-5.7	-0.3	2.8
Cc1ccc(C(=O)NCCNS(=O)(=O)c2ccccc2[N+](=O)[O-])cc1	11.7	2.1	14.4	-1.3	1.2	-15.8	-4.5	-7.9
Cc1ccccc1NC(=O)CSc1nnc(NC(=O)C2CC2)s1	-14.9	1.2	-9.7	10.4	-0.4	8.9	-1.9	0.1
COC(=O)c1cscc1S(=O)(=O)Cc1ccccc1	6.2	3.0	15.8	6.1	-6.1	2.6	0.4	4.6
Cc1cc(OCC(=O)OCC(=O)N(C)c2c(N)n(Cc3ccccc3)c(=O)[nH]c2=O)ccc1Cl	8.9	0.0	-0.3	-5.6	3.4	6.2	0.4	-2.3
O=C(O)c1ccc2c(c1)ncn2C1CCCCC1	4.2	-2.2	4.8	9.6	-15.4	8.8	15.1	-1.4
C/C(=N\NC(=O)Cn1c(C)nc2ccccc21)c1cccs1	-2.2	2.5	16.5	5.9	2.4	1.0	0.2	3.2
COc1ccc(Cl)cc1C(=O)NNC(=O)c1n[nH]c2ccccc12	7.2	0.7	-8.9	4.9	-7.3	1.4	-2.5	-2.4
CN(C)C(=O)CSc1cccc2cccnc12	21.7	-1.2	-494.9	-2.4	-1.0	3.5	-38.8	-3.5
CC(C)N1CN=C(Nc2nc3ccccc3o2)NC1	-9.1	-0.3	5.1	0.8	-14.3	-1.0	-3.6	6.4
COc1ccc(CCC(=O)OCC(=O)Nc2ccccc2OC(F)F)cc1OC	1.4	-1.5	10.1	-11.4	5.4	-6.0	-11.4	-5.7
COc1ccc(C(=O)NNC(=O)CCc2ccccc2OC)cc1	0.0	2.1	18.8	-1.2	8.3	-7.2	-3.5	-8.4
COCCn1c(SCc2nc3cc(OC)c(OC)cc3c(=O)[nH]2)nnc1-c1ccncc1	-2.1	-7.9	-10.3	-8.2	-10.5	-4.9	-6.9	2.6
COc1cc(OC)c(C(=O)NCC2CCCO2)cc1OC (stereo not drawn)	6.6	0.8	-0.6	4.0	-2.6	9.9	1.5	-2.5
COc1ccccc1S(=O)(=O)Cc1ccc(C(=O)N2CCN(c3cccc(Cl)c3)CC2)o1	-1.6	-3.5	25.1	/	/	/	-1.4	/
COc1ccc(CN2CCN(C(=O)CC(C)C)CC2)cc1OC	-17.3	3.1	20.2	-8.0	-2.7	3.1	-4.4	-0.6
O=C(O)c1sc2cc(C(F)(F)F)cnc2c1-c1ccccc1	9.0	0.4	22.5	-25.6	4.6	-9.6	-3.0	-3.5
O=C(COc1ccc2c3c(c(=O)oc2c1)CCCC3)N1C[C@H]2C[C@@H](C1)c1cccc(=O)n1C2	9.7	0.1	-97.1	0.4	-5.2	15.1	15.6	-10.6
COc1ccccc1C1(O)CCN(CC(=O)Nc2nc(-c3ccccc3)cs2)CC1	11.4	2.6	4.5	-4.4	12.4	1.2	0.2	0.6
COc1cc(C2c3cc4c(cc3C(OC3OC5COC(c6cccs6)OC5C(O)C3O)C3COC(=O)C23)OCO4)cc(OC)c1O (stereo not drawn)	27.0	0.3	8.7	-0.3	6.1	4.6	-6.0	-7.4
CC[C@]12c3[nH]c4ccc(Cl)cc4c3CCN1C(=O)[C@@H](CC(=O)NC/C=C(\C)CCC=C(C)C)C[C@@H]2C(=O)N1CCN(C(=O)C2CC2)CC1	29.4	-0.1	7.4	/	35.2	8.2	3.6	/
CC(=O)c1ccc(NC(=S)N2c3ccccc3CC2C)cc1 (stereo not drawn)	-12.2	0.2	3.4	-13.3	1.4	-0.3	-6.4	-0.7
Cc1ccc(C)c(N2CCN(c3cnn(-c4nc5ccccc5s4)c(=O)c3Cl)CC2)c1	18.3	-37.0	-345.5	12.0	12.3	3.3	-15.1	22.4
Cc1cc(C)n(-c2ccc(Cl)c(C(=O)NCc3ccccc3)n2)n1	-9.7	1.2	11.9	4.1	3.0	-1.2	-10.3	4.9
O=C(NNS(=O)(=O)c1ccc(Cl)cc1)C1CCN(Cc2ccccc2)CC1	8.1	-0.1	16.5	-15.2	1.2	-4.9	-2.5	-8.5
COc1ccc(C2=Nn3c(nnc3-c3ccccc3)SC2)cc1OC	-9.9	0.0	27.5	-1.7	2.1	0.2	0.6	-12.6
Clc1ccc(Cc2ccc(SCc3ccccc3)nn2)c(Cl)c1	-9.6	2.0	13.0	-4.8	17.2	2.7	5.3	4.1
CC(Oc1ccccc1F)c1nnc(SCC(=O)Nc2ccc(N3CCOCC3)cc2)o1 (stereo not drawn)	16.5	1.5	9.5	-22.9	-8.2	-5.3	-6.8	-0.2
COc1ccc(OC)c(C(=O)CC2OC(=O)c3ccccc32)c1 (stereo not drawn)	-10.5	0.9	-217.8	7.1	-1.5	-3.7	-4.0	5.3
COc1ccc(C)cc1NC(=O)CNC(=O)Cn1ccc2ccccc2c1=O	-13.9	0.3	-41.3	0.2	1.5	-3.1	-0.2	-0.7
COCCN(C(=O)CSc1ncn[nH]1)c1c(N)n(Cc2ccccc2)c(=O)[nH]c1=O	0.7	1.2	7.3	10.7	7.3	-8.2	-1.6	1.0
ClC(=C\c1ccccc1)/C=N/N1CCN(c2ccccn2)CC1	-1.4	2.2	7.9	26.2	8.5	54.2*	-5.3	-13.0
COc1ccc(S(=O)(=O)NCc2cccnc2)cc1NC(=O)c1ccc(C)cc1	-3.1	-0.1	8.7	2.7	4.8	-12.5	0.4	-9.3

Some of these compounds in order of the SENP6 inh value, falling:
SMILES,PfGluPho inh,SENP1 inh,SENP6 inh,SENP7 block,HKDC1 inhibitor
COc1cc(OC)c(C(=O)NCC2CCCO2)cc1OC (stereo not drawn),6.6,0.8,4.0,9.9,1.5
COc1ccc(C2=Nn3c(nnc3-c3ccccc3)SC2)cc1OC,-9.9,0.0,-1.7,0.2,0.6
COc1ccccc1C1(O)CCN(CC(=O)Nc2nc(-c3ccccc3)cs2)CC1,11.4,2.6,-4.4,1.2,0.2
CC(Oc1ccccc1F)c1nnc(SCC(=O)Nc2ccc(N3CCOCC3)cc2)o1 (stereo not drawn),16.5,1.5,-22.9,-5.3,-6.8

Single records (already shown). Values in the order: PfGluPho inh, SENP1 inh, SENP8 block-1, SENP6 inh, Apaf-1 inh, SENP7 block, HKDC1 inhibitor, SENP8 block-2
Entry for COc1ccccc1C1(O)CCN(CC(=O)Nc2nc(-c3ccccc3)cs2)CC1 : 11.4, 2.6, 4.5, -4.4, 12.4, 1.2, 0.2, 0.6
Entry for COc1ccc(S(=O)(=O)NCc2cccnc2)cc1NC(=O)c1ccc(C)cc1 : -3.1, -0.1, 8.7, 2.7, 4.8, -12.5, 0.4, -9.3

Next structures:
SMILES	PfGluPho inh	SENP1 inh	SENP8 block-1	SENP6 inh	Apaf-1 inh	SENP7 block	HKDC1 inhibitor	SENP8 block-2
O=S(=O)(NCc1cccs1)c1ccc(Br)cc1	11.4	-1.2	12.3	-10.9	0.4	1.3	5.8	0.4
O=C(c1cccc(S(=O)(=O)N2CCN(c3ccc(F)cc3)CC2)c1)N1CCCC1	-6.3	1.0	4.1	0.0	5.6	2.6	-2.6	-2.2
CN(CC(=O)Nc1cccnc1)S(=O)(=O)c1ccccc1	-6.2	1.0	7.4	-6.2	-9.5	1.9	-1.4	-7.8
O=C(CCn1nc(-c2ccc(F)cc2)ccc1=O)NCc1ccccc1	7.4	1.3	-2.6	-6.5	6.1	-4.9	-6.6	2.1

Compounds as they come; any-hit rate near 3.6%.
